Epigenetic mod: epigenetic modulators derepressing GFP locus in mouse cells | 68,000 tested, 0.09% active | Potency, µM (top dose mostly 46.1 µM), for the others: at the top dose GFP derepression (activation) | mouse C127i GFP locus derepression, cytometry, 30 h | AID 597; also: % of control where 0% means no effect
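Derepression screen: silenced CMV-GFP reporter in murine C127i cells, 30 h compound incubation at 37 C, washed cells imaged by laser-scanning cytometer to enumerate GFP-expressing objects of 20 to 120 um.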
CRE Fsk mod: CRE-bla signaling modulation under forskolin stimulation; 71,000 tested, 2.5% active; Potency, µM (highest dose often 38.2 µM), without a hit: at the highest dose activity change, negative = inhibition, most hits filed as activators; CHO CRE-bla reporter (cAMP response element driving beta-lactamase), forskolin EC10, beta-lactamase ratio; active = well fitted activation curve with a large enough effect in the signal ratio, with a control signal flat, not every such curve was filed as active; inconclusive = small, poorly fitted or top-dose-only effect, or effect the other way, or a change in a side signal; the % refers to the signal ratio; also: potency is read from the fitted curve at half-maximal effect; % of control where 0% means no effect
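Using CellSensor CRE-bla CHO cells in Opti-MEM with 0.5% dialyzed FBS, compounds were titrated with EC10 NKH 477 for 3 h at 37 °C. CCF4 ratio (460/530 nm) gave %Activity; AC50 derived.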
Hsp90 Hop PPI: changes Hsp90-Hop TPR2A binding signal, up or down. Potency, µM (top dose mostly 57 µM), for inactives: top-dose activity change, negative = inhibition. AlphaScreen TPR2A-His6 binding biotin-Hsp90 C-terminal peptide. 71,000 tested, 0.44% active; active = well fitted curve in either direction with a large enough effect; inconclusive = small, poorly fitted or top-dose-only effect, or another doubt; also: potency is read from the fitted curve at half-maximal effect; % is scaled to controls: 0 for no effect and ±100 for the full control effect; many of its hits are not listed in these tables
4-MU autofl: 4-MU region autofluorescence. compound autofluorescence, 340/450 nm, 4-MU equivalents; stronger effect = higher value. max dye-equivalent concentration, M. 59,000 tested, 11% active. AID 589; in the data active = max dye-equivalent concentration above about 10 nM; inconclusive = mostly about 1.1 nM to 9.6 nM
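Intrinsic fluorescence at 340/450 nm (ex/em) was read after 15 min at room temperature in pH 8.0, 100 mM Tris. Each compound concentration expressed as 4-MU-equivalent concentration from a six-point 4-MU standard series on each plate.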
HBB splicing: hemoglobin beta splicing modulation; HBB splicing reporter cell assay, activation; EGFP reporter with mutant IVS2-654 intron; response scale: normalised to 500 nM splice-correcting PNA; Potency, µM (doses to about 46.1 µM), for the others: at the highest dose activation, usual class: activators; 65,000 tested, 0.06% active; AID 925; also: potency is read from the fitted curve at half-maximal effect; 0% is about no effect
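HeLa cells stably expressing EGFP interrupted by mutant beta-globin intron 2 (IVS2-654), 500/well in 2% FCS. Treated with compound for 2 days at 37C. Splicing correction scored as total well GFP intensity (488 nm excitation, 500-520 nm emission); 500 nM antisense PNA served as control.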
Pol III holo inh: DNA polymerase III holoenzyme inhibition; Potency, µM (titrated, usually from 57.1 µM), for the others: at the highest dose activity change, negative = inhibition; reconstituted DNA polymerase III holoenzyme replication, biochemical; 71,000 tested, 0.25% active; also: potency is read from the fitted curve at half-maximal effect; % is scaled to controls: 0 for no effect and ±100 for the full control effect
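Reconstituted *E. coli* holoenzyme (0.35 nM Pol III, 1 nM beta, 154 nM SSB, 2 nM primase) was preincubated with compound for 15 min at RT. Synthesis on 1.4 nM ssM13Gori ran 35 min, then was stopped with PicoGreen/EDTA and read as dsDNA fluorescence.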
BRCT PPI red: disrupts BRCA1 BRCT binding to phosphoprotein, red fluorophore readout; P38398; BRCT-phosphopeptide binding, red fluorescence polarization; Potency, µM (highest dose often 76.9 µM), for the others: top-dose activity change, negative = inhibition, actives largely listed as inhibitors; 75,000 tested, 0.03% active; AID 892; also: % is scaled to controls: 0 for no effect and ±100 for the full control effect
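Fluorescence polarization: 100 nM His-tagged BRCA1 BRCT with 100 nM TAMRA-labelled phospho-BACH1 decapeptide, phosphate buffer pH 7.3 with 150 mM NaCl, DTT, 0.01% Tween 20; 12 min RT. Binding inhibition seen as FP decrease.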
ALOX15 inhib: blocks human 15-lipoxygenase activity | purified 15hLO-1, xylenol orange hydroperoxide absorbance | Potency, µM (titrated, usually from 57.1 µM), inactives show at the top dose activity change, negative = inhibition, usual class: inhibitors | 74,000 tested, 1.4% active | AID 887; also: potency is read from the fitted curve at half-maximal effect; % is scaled to controls: 0 for no effect and ±100 for the full control effect; nearly all actives have a fitted effect of over 55% in size
Target sequence (P16050 whole entry, looked up): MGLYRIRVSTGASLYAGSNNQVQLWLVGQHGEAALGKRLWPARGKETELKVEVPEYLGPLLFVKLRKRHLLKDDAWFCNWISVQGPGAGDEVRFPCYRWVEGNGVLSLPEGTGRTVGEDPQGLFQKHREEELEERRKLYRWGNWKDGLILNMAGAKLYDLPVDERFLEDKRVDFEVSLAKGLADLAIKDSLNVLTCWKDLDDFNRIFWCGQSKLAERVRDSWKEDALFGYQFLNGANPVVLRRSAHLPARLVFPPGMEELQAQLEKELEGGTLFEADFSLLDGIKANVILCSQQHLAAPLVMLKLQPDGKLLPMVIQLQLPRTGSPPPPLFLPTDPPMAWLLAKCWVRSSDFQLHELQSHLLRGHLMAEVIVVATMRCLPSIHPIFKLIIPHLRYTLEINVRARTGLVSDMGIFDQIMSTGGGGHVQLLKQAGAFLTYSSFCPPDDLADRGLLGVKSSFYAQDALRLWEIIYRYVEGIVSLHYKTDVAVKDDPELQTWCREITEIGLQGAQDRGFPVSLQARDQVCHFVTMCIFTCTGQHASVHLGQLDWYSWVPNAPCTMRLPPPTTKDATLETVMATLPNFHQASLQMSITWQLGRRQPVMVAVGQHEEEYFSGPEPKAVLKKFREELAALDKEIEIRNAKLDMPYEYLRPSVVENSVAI
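Inhibition is scored from a chromogenic endpoint. After 15 min enzyme-compound contact, arachidonic acid (50 uM final) reacts 6 min with 40 nM 15hLO-1 at room temperature, then Fe-XO reagent is added for 30 min and absorbance ratio recorded.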
BRCT PPI green: BRCA1 BRCT-phosphoprotein interaction inhibition; 75,000 tested, 0.05% active; BRCA1 BRCT-phosphopeptide binding, green fluorescence polarization; Potency, µM (doses to about 76.9 µM), for inactives: top-dose activity change, negative = inhibition, most hits filed as inhibitors; P38398;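 also: potency is read from the fitted curve at half-maximal effect; plate controls were peptide without protein for full effect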
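Fluorescence polarization: His-tagged BRCT (~35 kDa BRCA1 C-terminus, 250 nM) bound to 100 nM fluorescein-labeled phosphorylated 10-aa BACH1 peptide, pH 7.3 phosphate buffer with DTT and Tween 20. Compounds incubated 12 min at room temperature; inhibition read as lowered polarization.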
A350 autofl: A350 region autofluorescence; Compound autofluorescence, 340/450 nm, Alexa 350 dye-equivalents; stronger effect = higher value; max dye-equivalent concentration, M; 59,000 tested, 11% active; AID 590; in the data active = max dye-equivalent concentration above about 10 nM; inconclusive = mostly about 1.1 nM to 9.6 nM
Ub-GFP proteasome: ubiquitin-GFP accumulation via proteasome inhibition; Potency, µM (top dose mostly 45.9 µM), for inactives: top-dose activation (GFP accumulation), hits mostly activators; Ubiquitin-GFP reporter cells, proteasome inhibition, GFP fluorescence; response scale: untreated = 0%, 10 µM MG-132 = 100%; 67,000 tested, under 10 active; active = well fitted activation curve with a large enough effect, not every such curve was filed as active; inconclusive = small, poorly fitted or top-dose-only effect, or another doubt; inactive = no such curve, though single readings can be large or run the other way; also: potency is read from the fitted curve at half-maximal effect
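U2OS cells stably expressing ubiquitin(G76V)-GFP, seeded overnight in 0.5% FBS medium, were exposed to compounds (qHTS, 46 uM to 2.9 nM) for 4 hr at 37 °C. GFP-positive cells were counted by laser cytometry (488 ex/515 em), normalized between basal and 10 uM MG-132.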
* marks the source's active call; other numbers are inactive results; i = inactive; u = inconclusive; x = not tested or not shown; & = joins results of further samples; [ ] = dose if it differs, or a comment. Unless noted, calls follow the shape of the dose curve; as a rule, active = well fitted curve in the direction sought with a large enough effect; inconclusive = small, poorly fitted or top-dose-only effect, or another doubt; inactive = no such curve, though single readings can be large; an effect the other way counts as inactive or inconclusive.

no.	molecule	BRCT PPI green	CRE Fsk mod	Ub-GFP proteasome	A350 autofl	Pol III holo inh	ALOX15 inhib	4-MU autofl	HBB splicing	Hsp90 Hop PPI	BRCT PPI red	Epigenetic mod
1	CCCCCCn1c(SCCCC)nc2c1c(=O)[nH]c(=O)n2C	-4.1%	9%	-7%	i	-3%	3%	i	x	1%	1.4%	-1%
2	Cc1onc(-c2ccccc2Cl)c1C(=O)NCc1ccc(S(N)(=O)=O)cc1	-0.1%	-1%	11%	x	9%	0%	x	1.0%[9.22 µM]	-3%	-0.4%	-2%
3	Nc1ncnc2c1ncn2CCN1CCCCC1	0.2%	-4%	7%	i	5%	10%	i	-0.9%	-3%	2.2%	-3%
4	CCOC(=O)N1CCC(N2Cc3cccc(C(=O)NC(C)c4ccc5c(c4)OCCO5)c3C2=O)CC1 (configuration not stated)	2.0%	-14%	3%	x	-3%	4%	x	0.0%	-6%	-0.7%	5%
5	O=C(CNC(=O)c1ccccc1C(=O)O)c1ccccc1	-1.5%	12%[7.6 µM]	-9%[9.17 µM]	x	-8%[11.4 µM]	-16%[11.4 µM]	x	-2.1%[0.0738 µM]	-5%[11 µM]	0.6%	-2%
6	CCc1ccc(S(=O)(=O)NCc2cn3cccc(C)c3n2)s1	-0.7%	-10%	-7%	i	-2%	9%	i	-1.3%	-3%	0.0%	7%
7	Cc1cccc(N(C)C(=S)Oc2ccc3ccccc3c2)c1	-1.2%[3.08 µM]	-6%[17.1 µM]	0%[20.5 µM]	i	-5%[25.6 µM]	3%	i	-0.9%[20.6 µM]	u	-0.2%	8%&-2%[20.6 µM]
8	O=c1nc(N2CCCC2)nc(Nc2ccccc2)[nH]1	-1.4%	1%	0%	i	-14%	-9%	i	x	-3%	-0.3%	1%
9	CCc1ccc2oc(-c3ccc(N)cc3)nc2c1	-1.0%	1%	8%	1.4e-07M*	1%	-10%	1.2e-07M*	-0.5%	3%	0.4%	-1%
10	CCOC(=O)N1CCOCCOCCN(C(=O)OCC)CCOCC1	-0.9%	6%	9%	u	-7%	-15%	u	3.3%[57.5 µM]	-3%	1.5%	2%
11	Cc1cc(C)n(-c2ccc(C(=O)Nc3nc4ccccc4s3)cc2)n1	0.6%	u	0%	2.1e-07M*	-17%	u	1.6e-07M*	-6.8%	-6%	-0.3%	-1%
12	O=c1nc2n(c3c4c(sc13)CCC4)CCC2	-1.2%	-3%	0%	i	4%	2%	i	-1.6%[57.5 µM]	-4%	-0.7%	0%
13	COc1ccc(CNC(=O)c2cc(-n3cnnc3)ccc2Cl)cc1	-0.6%	6%	6%	i	3%	-1%	i	-2.8%	-1%	-0.4%	8%
14	CN1CCN(c2ncc3nc(-c4ccc(Cl)cc4)c(=O)n(-c4ccccc4)c3n2)CC1	0.5%	u	15%	5.3e-08M*	-1%	-5%	5.2e-08M*	0.0%	0%	-0.7%	0%[9.22 µM]
15	O=C(CN1CCN(c2ccccc2)CC1)Nc1c(C(=O)C2CC2)oc2ccccc12	0.3%	u	24%	i	0%	-13%	i	1.8%[1.84 µM]	-2%	-0.1%	0%
16	CCN(C1CCCCC1)S(=O)(=O)c1ccc(OC)c(C)c1	0.6%	2%	-4%	u	0%	-3%	i	-0.4%	11%	-0.1%	-2%

Screen by screen, quoted from above.
Epigenetic mod for nos. 9 to 16: -1%, 2%, -1%, 0%, 8%, 0%[9.22 µM], 0%, -2%

The listing picks up with the four entries that preceded the break.
no.	molecule	BRCT PPI green	CRE Fsk mod	Ub-GFP proteasome	A350 autofl	Pol III holo inh	ALOX15 inhib	4-MU autofl	HBB splicing	Hsp90 Hop PPI	BRCT PPI red	Epigenetic mod
13	COc1ccc(CNC(=O)c2cc(-n3cnnc3)ccc2Cl)cc1	-0.6%	6%	6%	i	3%	-1%	i	-2.8%	-1%	-0.4%	8%
14	CN1CCN(c2ncc3nc(-c4ccc(Cl)cc4)c(=O)n(-c4ccccc4)c3n2)CC1	0.5%	u	15%	5.3e-08M*	-1%	-5%	5.2e-08M*	0.0%	0%	-0.7%	0%[9.22 µM]
15	O=C(CN1CCN(c2ccccc2)CC1)Nc1c(C(=O)C2CC2)oc2ccccc12	0.3%	u	24%	i	0%	-13%	i	1.8%[1.84 µM]	-2%	-0.1%	0%
16	CCN(C1CCCCC1)S(=O)(=O)c1ccc(OC)c(C)c1	0.6%	2%	-4%	u	0%	-3%	i	-0.4%	11%	-0.1%	-2%
17	O=C1c2oc3ccccc3c(=O)c2C(c2cccnc2)N1Cc1ccco1 (configuration not stated)	-4.5%	-4%	-4%	u	-8%	-11%	u	-1.2%	-3%	-0.7%	3%
18	CC(C)C(=O)Nc1cccc(-c2nc3ccccc3o2)c1	2.7%	u	17%	i	5%	6%	i	1.0%	-3%	1.0%	7%
19	Cc1cc(F)c(F)c(C(=O)NC2CC2)c1Cl	0.7%	1%	-18%	i	-2%	11%	i	-0.1%	-1%	1.0%	2%
20	COc1ccc(OC)c(Nc2cc(C(=O)NCCCN3CCOCC3)c3ccccc3n2)c1	-9.8%	1%	0%	u	-5%	u	u	-2.3%	-13%	-2.4%	-1%
21	N#CC(C(=O)c1ccc(S(=O)(=O)N2CCCCCC2)cc1)c1nc2ccccc2[nH]1 (configuration not stated)	-1.8%	6%	3%	5.2e-08M*	-1%	7%	2.4e-08M*	-8.7%	-4%	1.4%	-2%
22	CC1CCN(S(=O)(=O)c2cccc(C(=O)Nc3nccs3)c2)CC1	1.0%	12%	2%	i	1%	-1%	i	0.2%	-5%	-0.5%	13%
23	CCS(=O)(=O)n1nc(-c2ccccc2)nc1N	-3.6%	2%	-5%	i	-6%	6%	i	x	-2%	0.1%	-3%
24	CCOC(=O)CCC(=O)N1CCOCCN(C(=O)CCC(=O)OCC)CCOCC1	-1.9%	-6%	-1%	i	-2%	-2%	i	1.8%[57.5 µM]	-1%	0.0%	-2%
25	C=CCOC(=O)C1=C(C)NC(=O)NC1C1CC=CCC1 (configuration not stated)	-0.9%	3%	-9%	x	2%	0%	x	-1.5%	-2%	-0.5%	5%
26	CN(C)Cc1ccccc1-c1cc(Nc2ccccc2)ncn1	1.8%	-3%	-4%	i	-9%	-5%	i	-0.6%	-2%	-1.0%	0%[9.22 µM]
27	CC(C)(C)c1nc(SCC(=O)NCc2ccco2)c2ccccc2n1	1.0%	-4%	-7%	i	-6%	-10%	i	x	-2%	-0.5%	-2%
28	CCc1nc(Nc2ccncc2)c2oc3ccccc3c2n1	-2.2%	u	x	u	u	2%	u	-1.0%[0.369 µM]	-2%	-2.4%	0%
29	CCOc1ccc(OCC)c(NC(=O)C2CCN(S(=O)(=O)c3cccc4nonc34)CC2)c1	-0.1%	u	30%	i	-3%	3%	i	-1.4%	-3%	-1.0%	-1%
30	CCN1C(=O)CC(Sc2ccccc2N)C1=O (configuration not stated)	-2.6%	-1%	1%	i	-1%	12%	i	-1.8%	2%	-2.6%	2%
31	c1cncc(-c2cncnc2NCc2cccs2)c1	-3.5%	5%	4%	i	0%	-6%	i	-1.4%	-6%	0.5%	-3%[9.22 µM]
32	O=C(c1ccco1)N1CCN(C(=O)c2ccc(Cn3cc(Br)cn3)o2)CC1	-2.3%	u	7%	i	1%	-4%	i	5.3%	-4%	0.8%	4%
33	Cc1oc(-c2ccccc2F)nc1CS(=O)(=O)CC(=O)NCCCN1CCc2ccccc2C1	-1.4%	-20%	16%	x	-5%	-16%	x	-0.3%	-6%	0.1%	-9%
34	CCC(C)(NC(=O)c1ccc(=O)[nH]c1)C(=O)NC1CCCC1 (configuration not stated)	-1.5%	-4%	-3%	x	2%	18%	x	-0.2%	0%	0.8%	-5%
35	CCOC(=O)Cc1csc(NC(=O)CSc2nnc(-c3ccc(F)cc3)o2)n1	-3.8%	3%	0%	i	-8%	21%	i	x	-3%	-1.3%	-1%
36	COc1ccc(C(=O)COC(=O)CCN=C2NS(=O)(=O)c3ccccc32)cc1OC	-1.3%	10µM*	-1%	1.9e-08M*	-2%	4%	1.4e-08M*	-0.8%	-2%	2.3%	0%

Screening results deposited in PubChem BioAssay by National Center for Advancing Translational Sciences (NCATS).
